TLR4 MyD88 comp = blocks binding of human TLR4 to MyD88; inhibition, % at 8.4 µM; HeLa CL3-4 TLR4/MyD88 BLA complementation, FRET ratio; AID 861; 200,000 tested, 0.18% active; O00206+Q99836; in the data active means inhibition above about 25%;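 further: 0% = vehicle and 100% = reference inhibitor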
Target sequence (O00206 whole entry, looked up): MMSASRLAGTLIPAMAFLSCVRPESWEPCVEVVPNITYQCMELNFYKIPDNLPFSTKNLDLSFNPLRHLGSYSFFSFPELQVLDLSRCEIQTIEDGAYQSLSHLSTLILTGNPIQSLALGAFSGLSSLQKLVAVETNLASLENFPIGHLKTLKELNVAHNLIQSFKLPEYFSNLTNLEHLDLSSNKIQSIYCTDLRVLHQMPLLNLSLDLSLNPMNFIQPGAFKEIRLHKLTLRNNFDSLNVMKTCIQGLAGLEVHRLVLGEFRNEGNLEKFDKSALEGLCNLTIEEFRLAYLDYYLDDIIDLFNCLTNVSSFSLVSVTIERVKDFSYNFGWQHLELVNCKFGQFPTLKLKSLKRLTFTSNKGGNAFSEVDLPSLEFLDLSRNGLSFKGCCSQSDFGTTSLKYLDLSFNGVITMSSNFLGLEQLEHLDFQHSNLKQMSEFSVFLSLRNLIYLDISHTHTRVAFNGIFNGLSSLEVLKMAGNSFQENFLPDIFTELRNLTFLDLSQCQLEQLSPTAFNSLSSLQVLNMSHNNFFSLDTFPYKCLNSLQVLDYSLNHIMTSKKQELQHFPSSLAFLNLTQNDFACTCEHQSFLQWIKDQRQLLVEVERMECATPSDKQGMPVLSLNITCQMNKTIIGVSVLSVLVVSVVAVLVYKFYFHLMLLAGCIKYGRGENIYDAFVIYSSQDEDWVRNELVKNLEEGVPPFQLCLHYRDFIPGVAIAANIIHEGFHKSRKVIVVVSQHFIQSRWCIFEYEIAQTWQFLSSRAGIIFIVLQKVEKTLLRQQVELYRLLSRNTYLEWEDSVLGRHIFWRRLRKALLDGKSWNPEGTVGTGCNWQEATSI
Target sequence (Q99836 whole entry, looked up): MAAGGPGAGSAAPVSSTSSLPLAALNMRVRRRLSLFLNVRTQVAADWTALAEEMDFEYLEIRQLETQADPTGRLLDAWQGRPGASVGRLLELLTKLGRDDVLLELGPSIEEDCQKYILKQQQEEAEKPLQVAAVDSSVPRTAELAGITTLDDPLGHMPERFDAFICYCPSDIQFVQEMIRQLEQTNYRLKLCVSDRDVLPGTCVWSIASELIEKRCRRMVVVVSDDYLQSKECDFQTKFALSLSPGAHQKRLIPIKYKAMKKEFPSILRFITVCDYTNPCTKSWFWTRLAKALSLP
NF-kB neuron act = NF-kB expression increase, human neuronal cells; AID 1239; 190,000 tested, 1.6% active; fold change at 12.5 µM; NF-kB reporter expression; stronger effect = higher value; in the data active means fold change above about 3.3
STAT3 inh = inhibitors of IL-6 induced STAT3 signaling; U3A cells, IL-6 STAT3-luciferase reporter, luminescence; host cell line lacks STAT1; inhibition, % at 5.5 µM; 190,000 tested, 0.89% active; AID 862;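 active means inhibition above the mean inhibition across all screened compounds plus 3 SD, cut at about 44% in these data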;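 further: 0% = DMSO only wells and 100% = 100 µM nifuroxazide control wells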
HMGR II inh = E. faecalis class II HMG-CoA reductase inhibition; purified E. faecalis HMGR, NADPH absorbance 340 nm kinetic; inhibition, % at 10 µM; 190,000 tested, 0.41% active;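 active means inhibition above a set limit, the median over all tested compounds plus 3 SD, cut at about 9.5% in these data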;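 further: enzyme runs in reverse so mevalonate oxidation gives rising NADPH absorbance; 0% = complete reaction with DMSO and 100% = background rate lacking mevalonate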
STAT1 activator = activators of IFN-gamma induced STAT1 signaling; NIH 3T3 STAT1-luciferase reporter, luminescence; 100% = IFN-gamma alone, no compound; activation (% of control), % at 5.5 µM; 200,000 tested, 2.6% active;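 active means activation above the screen-wide mean activation plus 3 SD, cut at about 130% in these data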;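 further: raw ratio to IFN-gamma control signal so 100% means no change and 0% no light; values of inactives mirror those of a sister screen read the other way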
Redox H2O2 prof = compounds producing H2O2 with reducing agent – biochemical, NIH compound library profiling, artefact control for MLSCN library redox annotation, primary screen; DTT-dependent redox cycling H2O2, phenol red/HRP absorbance; 100% = 100 µM peroxide control, 0% = buffer; activation, % at 10 µM; 200,000 tested, 0.03% active;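 active means activation of at least 50% relative to the plate's high and low controls in the primary single-dose screen; inactive means activation below 50%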;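 further: compound incubated with DTT at 0.8 mM final as the reducing agent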
STAT1 inh = inhibitors of IFN-gamma induced STAT1 signaling; NIH 3T3 STAT1-luciferase reporter, luminescence; inhibition, % at 5.5 µM; 200,000 tested, 0.35% active;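 active means inhibition above a set limit, the mean inhibition across all tested compounds plus 3 SD, cut at about 34% in these data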;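 further: 0% = IFN-gamma with DMSO and 100% = IFN-gamma with 300 µM nifuroxazide; values of inactives mirror those of a sister screen read the other way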
STAT3 activator = STAT3 signaling activation; U3A cells, IL-6 STAT3-luciferase reporter, luminescence; 100% = signal with IL-6 EC80 alone; activation (% of control), % at 5.6 µM; 190,000 tested, 0.91% active; AID 871;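 active means activation above the screen-wide mean of compound activation plus 3 SD, cut at about 130% in these data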;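 further: 0% = background luminescence of wells with medium and substrate only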
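Material: human STAT1-deficient U3A cells with stable STAT3-luciferase reporter / Probe or stimulus: IL-6 stimulus at 33 ng/mL final / Schedule: 1 h compound pre-exposure, 6 h IL-6 stimulation, 37 °C / Technique: luminescence / Read-out basis: percent of IL-6-only median luminescence / Control set: IL-6-only high control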
APP 5'UTR act = APP 5'UTR luciferase reporter activation | SH-SY5Y APP 5'UTR luciferase reporter, luminescence; zero percent = DMSO vehicle wells | activation, % at 2 µM | 190,000 tested, 1% active | AID 1276;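 active means activation above a set limit, based on mean plus 3 SD of controls, cut at about 140% in these data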; further: values of inactives mirror those of a sister screen read the other way
Hsp70 act = Hsp70 transcriptional activation, primary screen; HeLa Hsp70 promoter luciferase reporter, luminescence; scaled: vehicle 0, proteasome-inhibitor control 100%; activation, % at 10 µM; 200,000 tested, 0.04% active; AID 1203;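 active means activation above the mean across all tested compounds plus 3 SD, cutoff set per campaign, cut at about 5.5% in these data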;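 further: 100% = MG132 at 30 µM as the positive control and 0% = DMSO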
* = called active by the depositor; · = no result given.

SMILES | TLR4 MyD88 comp | NF-kB neuron act | STAT3 inh | HMGR II inh | STAT1 activator | Redox H2O2 prof | STAT1 inh | STAT3 activator | APP 5'UTR act | Hsp70 act
CN(C)Cc1ccccc1C1(O)c2ccccc2CSc2ccccc21 (stereo not drawn) | -3 | 0.76 | 0 | 1 | 97 | 0.2 | 3 | 100 | 8 | -0.1
O=C(NCCNc1ccc([N+](=O)[O-])cc1)c1cccc(Br)c1 | 2 | 1.4 | 7 | -1 | 103 | -0.6 | -1 | 92 | 6 | -0.1
CCOC(=O)c1noc(C)c1C(=O)Nc1nccs1 | 9 | 6* | -6 | -4 | 92 | -1.9 | 9 | 106 | 7 | -0.3
COc1ccc(CCN(C(=O)c2ccccc2)C2=CC3CCC(C2)N3C)cc1OC (stereo not drawn) | 0 | 1 | 2 | 0 | 98 | -0.4 | 3 | 101 | -8 | -0.3
O=C(Nc1c2c(nc3ccccc13)CCCC2)c1ccccc1Br | -9 | 1.1 | 26 | -8 | 96 | 0.2 | 5 | 79 | 3 | -0.3
CCOC(=O)c1sc(NC(=O)Nc2ccccc2)cc1C | 7 | 9.5* | 6 | 2 | 189* | · | -100 | 95 | 173* | 0.0
CN1CCN(S(=O)(=O)c2ccc(NC(=S)NC(=O)C(C)(C)C)cc2)CC1 | 1 | 1 | 2 | -7 | 105 | -0.7 | -7 | 103 | -10 | 0.0
COc1ccc(OC)c(C2C3=C(COC3=O)Nc3cc4c(cc32)OCO4)c1 (stereo not drawn) | 1 | 1.6 | -16 | -1 | 106 | -5.9 | -6 | 120 | -95 | 0.2
CC(C)Sc1nnc([C@@H]2CCCN2C(=O)OC(C)(C)C)o1 | -7 | 1.2 | 4 | -10 | 102 | -0.1 | -2 | 102 | 6 | -0.3
COc1ccc(CNC(=O)c2cccc(NC(=O)c3ccccc3)c2)cc1 | 11 | 0.78 | 6 | -1 | 84 | 0.2 | 17 | 100 | 12 | -0.2
CCOc1ccc(C(CCc2ccccc2)NC(=O)c2ccccc2OC)cc1OCC (stereo not drawn) | -7 | 1.1 | -4 | 0 | 101 | -0.1 | -1 | 102 | -5 | 0.0
O=C1CCc2cc(S(=O)(=O)NC(Cc3ccccc3)C(=O)NCCC3=CCCCC3)ccc2N1 (stereo not drawn) | 1 | 0.84 | 6 | 0 | 95 | -0.5 | 6 | 99 | 3 | 0.1
CCn1c(CNC(=O)Cc2ccc(OC)cc2)nnc1SCC(=O)c1ccccc1 | -8 | 1.1 | 9 | -1 | 96 | 0.6 | 2 | 97 | 10 | -0.3
CN(C)C(=O)c1cc(C(=O)c2ccc(C(F)(F)F)cc2F)c[nH]1 | -3 | 1.9 | 25 | 6 | 100 | 0.8 | 1 | 84 | 24 | 0.0
O=C(C1CCC1)N1CCc2cc(S(=O)(=O)N3CCCCC3)ccc21 | -13 | 0.89 | 4 | -7 | 101 | 1.8 | -1 | 102 | -2 | -0.2
COc1ccc(N2Cc3ccccc3C2=NC(=O)c2ccc(C)cc2)cc1OC | -1 | 1 | 0 | 4 | 99 | -1.0 | -1 | 103 | 34 | -0.3
Cc1ccc(NC(=O)CSc2ncc(-c3ccccc3)n2C(=O)c2ccccc2)cc1 | -6 | 1.1 | -8 | -2 | 92 | -1.0 | 8 | 116 | 25 | 0.1
CC(C)=C1C2C=CC1C(C(=O)Nc1cc(C)ccc1C)C2C(=O)O (stereo not drawn) | -1 | 1.2 | 4 | 2 | 98 | -2.7 | 4 | 100 | -6 | -0.1
CCCCCCOC(=O)C(C#N)c1nc2ccccc2nc1N1CCN(CC)CC1 (stereo not drawn) | 7 | 0.5 | 3 | 3 | 97 | 0.1 | 4 | 101 | 5 | -0.6
O=S(=O)(Nc1nc2ccccc2nc1NCc1ccco1)c1ccc(Cl)cc1 | 6 | 1.1 | 12 | -2 | 97 | 4.7 | 4 | 93 | -14 | 0.0
CCCC(=O)NCc1ccccc1Cl | -16 | 1.1 | 13 | -3 | 98 | -0.1 | 3 | 90 | -23 | -0.2
O=C(Nc1ccccc1-c1nnn(CC(=O)N2CCOCC2)n1)c1ccc(F)cc1 | -11 | 0.91 | 11 | 6 | 105 | 0.2 | -6 | 95 | -14 | -0.1
O=C(/C=C\c1cn(-c2ccccc2)nc1-c1ccccc1)Nc1nccs1 | -4 | 1.5 | -2 | -2 | 98 | 0.3 | 3 | 105 | 16 | -0.3
COc1ccccc1NC(=O)CSc1nnnn1-c1ccc(C)cc1 | 14 | 1.1 | 6 | 5 | 102 | -0.7 | 1 | 98 | -6 | 0.0
CCc1nc2c(cnn2-c2ccc(Cl)cc2)c(=O)n1-c1ccc(OC)cc1 | 8 | 0.88 | 12 | 3 | 99 | -0.1 | 1 | 93 | -7 | -0.2
Cc1ccc(/C=C2\C(=O)Nc3ccccc32)o1 | -2 | 1.1 | 1 | -2 | 104 | 0.5 | -5 | 104 | -5 | -0.2
O=C(COc1ccccc1F)NCC(c1ccco1)N1CCCC1 (stereo not drawn) | -3 | 1.4 | -7 | -3 | 94 | -1.1 | 6 | 107 | 0 | -0.2
Cc1[nH]c2ccc(F)cc2c1CCN(Cc1cccnc1)C(=S)Nc1ccc(F)cc1 | 4 | 0.71 | -10 | 1 | 97 | -0.1 | 2 | 110 | 11 | -0.3
CCN(CC)CCCN1C(=O)C(=O)/C(=C(/O)c2ccc3c(c2)OCO3)C1c1ccccn1 (stereo not drawn) | 15 | · | -1 | · | 99 | 1.7 | 1 | 105 | 22 | -0.2
Cc1nc(C(C)N(C)Cc2nc(-c3ccc4c(c3)OCO4)no2)c(C)s1 (stereo not drawn) | 4 | 1.4 | 1 | -4 | 102 | -2.0 | -3 | 110 | 2 | -0.1
CC(=O)Oc1cccc(N2C(=O)c3ccc(C(=O)Nc4cccnc4)cc3C2=O)c1 | 2 | 0.87 | 3 | 7 | 101 | 0.1 | -2 | 100 | -9 | -0.1
Cc1ccc(S(=O)(=O)N2CC(O)CC2C(=O)Nc2ccc3c(c2)CCC3)cc1 (stereo not drawn) | -11 | 0.85 | 0 | -1 | 97 | 0.0 | 4 | 103 | 6 | -0.1
COC(=O)C1=C(O)/C(=C\c2ccc(CNC(=O)C(=O)Nc3ccc(C)cc3)o2)N=C1C | -8 | 0.95 | 6 | -3 | 89 | 0.3 | 12 | 99 | 1 | -0.1
Cc1cc[n+]2cc(-c3cccc([N+](=O)[O-])c3)c(-c3cccc([N+](=O)[O-])c3)cc2c1 | 5 | 1.2 | 5 | 1 | 96 | -0.2 | 4 | 97 | -8 | -0.3
N#Cc1c(-c2ccc(F)cc2)cc(-c2cccnc2)nc1N | -7 | 1.1 | 1 | 0 | 98 | -0.5 | 2 | 103 | -7 | -0.2
N/C(Cc1ccc(Cl)cc1Cl)=N\OC(=O)c1ccccc1F | -5 | 1.5 | -1 | -1 | 112 | 0.0 | -13 | 110 | 35 | -0.1
O=C(Nc1cccc(Cl)c1)c1ccc(Cn2cc(Cl)cn2)cc1 | 1 | 1.8 | -6 | 4 | 105 | 0.0 | -6 | 100 | 3 | -0.3
COc1ccc(Cl)cc1NC(=O)Cn1c(=O)n2nc(C)nc2c2ccccc21 | -2 | 1 | 8 | 1 | 100 | -1.2 | 0 | 101 | · | -0.1
CC(=O)c1sc(NC(=O)c2cccnc2Cl)nc1C | 4 | 1.5 | -3 | 2 | 116 | -0.5 | -19 | 106 | -16 | -0.3
COc1ccc(OC)c(NC(=O)CN2C(=O)NC3(CCOc4ccccc43)C2=O)c1 (stereo not drawn) | -1 | 0.89 | -20 | -5 | 98 | 0.5 | 2 | 120 | 15 | 0.0
Brc1ccccc1OCCNCc1ccccc1 | 18 | 1.2 | 7 | -3 | 104 | -0.9 | -6 | 100 | 3 | -0.1
CC(=O)N/C(=C\c1ccc(C)cc1)C(=O)O | 8 | 1.3 | 4 | 0 | 103 | 0.0 | -6 | 102 | 11 | -0.2
CSc1nncn1/N=C/c1ccc([N+](=O)[O-])cc1 | -7 | 1 | -5 | -10 | 98 | 0.3 | 1 | 111 | -2 | -0.1
O=C(Nc1ccccc1C(=O)NCc1ccco1)c1ccccc1 | -15 | 0.73 | 13 | -5 | 96 | 1.2 | 4 | 93 | -4 | 0.2
Cc1ccc2nc3c(cc(C(=O)NCC4CCCO4)c(=N)n3CCCOC(C)C)c(=O)n2c1 (stereo not drawn) | -13 | 0.82 | 2 | 2 | 122 | 2.1 | -23 | 102 | 3 | -0.5
CCc1ccc(-n2c(SCC(=O)c3ccc4c(c3)NC(=O)CO4)nc3ccccc3c2=O)cc1 | 16 | 1 | 13 | -2 | 86 | 0.1 | 14 | 96 | -2 | -0.3
COc1ccc(S(=O)(=O)N[C@H](C(=O)O)C(C)C)cc1 | 2 | 1.2 | -1 | -2 | 104 | 2.6 | -4 | 102 | 2 | 0.2
O=C(O)C1Cc2ccccc2CN1C(=O)CCl (stereo not drawn) | -2 | 1.1 | -6 | 5 | 114 | -0.5 | -16 | 106 | -9 | -0.3
CC(=O)NC1=NN(C(C)=O)C(C)(c2ccc(C)cc2)S1 (stereo not drawn) | -8 | 1.3 | 9 | -8 | 103 | 0.1 | -3 | 92 | 10 | -0.2
Fc1ccccc1Nc1nc(NCc2ccco2)nc(N2CCOCC2)n1 | 7 | 0.96 | 17 | -2 | 96 | -1.2 | 4 | 90 | -26 | 0.1
New compounds follow
SMILES | TLR4 MyD88 comp | NF-kB neuron act | STAT3 inh | HMGR II inh | STAT1 activator | Redox H2O2 prof | STAT1 inh | STAT3 activator | APP 5'UTR act | Hsp70 act
Cc1ccc(C2=NN(S(C)(=O)=O)C(c3cccs3)C2)cc1 (stereo not drawn) | 8 | 3.8* | -18 | · | 129* | -8.2 | -32 | 117 | 72 | 0.3
CC(=O)Nc1ccc(NC(=O)C2CCCN(c3nnc(-n4cccc4)s3)C2)cc1 (stereo not drawn) | -18 | 1.1 | 16 | 1 | 97 | 2.1 | 4 | 95 | 4 | -0.3
CCn1c(SC(C)C(=O)OC)nnc1-c1c[nH]c2ccccc12 (stereo not drawn) | -4 | 1.1 | 7 | 4 | 97 | -0.7 | 3 | 102 | · | -0.2
O=C(O)CC1S/C(=N\N=C/c2ccccc2)N(c2ccc(O)cc2)C1=O (stereo not drawn) | -2 | 1.2 | 13 | -4 | 102 | 2.3 | -3 | 98 | -8 | -0.1

Only Redox H2O2 prof and STAT3 inh, for some of the entries so far:
| Molecule | Redox H2O2 prof | STAT3 inh |
| --- | --- | --- |
| CCn1c(SC(C)C(=O)OC)nnc1-c1c[nH]c2ccccc12 (stereo not drawn) | -0.7 | 7 |
| O=C(O)CC1S/C(=N\N=C/c2ccccc2)N(c2ccc(O)cc2)C1=O (stereo not drawn) | 2.3 | 13 |

An excerpt from above in order of their number in APP 5'UTR act, rising:
mol	APP 5'UTR act
O=C(O)CC1S/C(=N\N=C/c2ccccc2)N(c2ccc(O)cc2)C1=O (stereo not drawn)	-8
CC(=O)Nc1ccc(NC(=O)C2CCCN(c3nnc(-n4cccc4)s3)C2)cc1 (stereo not drawn)	4
Cc1ccc(C2=NN(S(C)(=O)=O)C(c3cccs3)C2)cc1 (stereo not drawn)	72
